Tb PGK inh: inhibitors of T. brucei phosphoglycerate kinase; PGK/GAPDH coupled, Kinase-Glo luminescence, 60 min; Potency, µM (series often up to 57.5 µM), for the others: top-dose activity change, negative = inhibition, usual class: inhibitors; 380,000 compounds, 0.043% hits; also: potency is read from the fitted curve at half-maximal effect; % is scaled to controls: 0 for no effect and ±100 for the full control effect; nearly all actives have a fitted effect of over 60% in size
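Recombinant glycosomal PGK reaction used 1,3-bisphosphoglycerate generated in-well by GAPDH (100nM final) in 100mM TEA pH 7.6, 5mM MgCl2, 0.01% Tween-20. After 60 minutes at room temperature, ATP was read by Kinase-Glo Plus luminescence end-point.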
HP1b chromo inh: HP1-beta chromodomain-methylated histone interaction inhibition; P83916; AlphaScreen HP1-beta / biotin-H3K9me3 peptide binding; Potency, µM (titrated, usually from 114 µM), without a hit: at the highest dose activity change, negative = inhibition, hits mostly inhibitors; 390,000 compounds, 0.56% hits; also: potency is read from the fitted curve at half-maximal effect; nearly all actives have a fitted effect of over 70% in size; inactives centre near 23
Target sequence (P83916 whole entry, looked up): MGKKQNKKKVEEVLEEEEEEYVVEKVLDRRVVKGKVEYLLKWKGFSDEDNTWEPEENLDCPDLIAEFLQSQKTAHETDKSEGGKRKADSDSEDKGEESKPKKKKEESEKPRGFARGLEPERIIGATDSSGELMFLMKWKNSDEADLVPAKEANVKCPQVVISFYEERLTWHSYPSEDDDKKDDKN
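HP1-beta protein (50 nM final) preincubated 30 min at room temperature with biotinylated H3(1-18)K9me3 peptide (50 nM) in PBS pH 7.4, 0.01% Tween-20, then compound added for 30 min. AlphaScreen streptavidin donor/nickel chelate acceptor beads (10 ug/mL final), 30 min dark, luminescence read.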
G9a block: G9a (human) methyltransferase inhibition; AID 504332; Potency, µM (highest dose often 102 µM), for inactives: at the highest dose activity, negative = inhibition, actives largely listed as inhibitors; 350,000 compounds, 8.8% hits; G9a H3K9 monomethylation, AlphaScreen, 2 h; also: potency is read from the fitted curve at half-maximal effect; % is scaled to controls: 0 for no effect and ±100 for the full control effect; nearly all actives have a fitted effect of over 75% in size
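Readings reflect AlphaScreen signal from monomethyl-H3K9 antibody detection. HMT at 20 nM; substrate b-H3K9 500 nM; cofactor SAM 20 uM; 2 h RT reaction; compounds tested as titrations in qHTS with 15 min preincubation.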
PI4K2A inh: inhibitors of human PI4K2A; Q9BTU6; purified PI4K2A, ADP-Glo luminescence, 1 h; hits give low values; activity change, negative = inhibition, % at 76.9 µM; 420,000 compounds, 0.13% hits; AID 1346378; in the data active = activity change below about -50%; inconclusive = mostly about -30% to -49%;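 also: -100% = wells without enzyme as full effect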
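PI4K2A activity was measured by ADP-Glo luminescence: enzyme (4 ug/mL stock) and phosphatidylinositol (1.2 mM stock) in Tris pH 7.5/MgCl2/EGTA/Triton X-100 buffer were reacted with ATP (300 microM stock) for one hour at ambient temperature.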
BAZ2B inh: blocks human BAZ2B; Q9UIF8; AlphaScreen BAZ2B-H3K14Ac peptide displacement; Potency, µM (series often up to 114 µM), for inactives: at the top dose activity change, negative = inhibition, actives largely listed as inhibitors; 360,000 compounds, 4.4% hits; AID 504333; also: potency is read from the fitted curve at half-maximal effect; % is scaled to controls: 0 for no effect and ±100 for the full control effect; nearly all actives have a fitted effect of over 60% in size
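AlphaScreen displacement of biotin-H3(5-23)K14Ac peptide (50 nM final) from BAZ2B (50 nM final) in PBS pH 7.4, 0.01% Tween-20; complex preformed 30 min RT, then compounds (top 110 uM) 30 min RT, beads 20 min dark.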
Pol eta inh: DNA polymerase eta (human) inhibition | Q9Y253 | recombinant Pol eta, fluorescent DNA replication assay | Potency, µM (highest dose often 114 µM), without a hit: at the highest dose activity change, negative = inhibition, hits mostly inhibitors | 390,000 compounds, 1.2% hits; also: potency is read from the fitted curve at half-maximal effect; % is scaled to controls: 0 for no effect and ±100 for the full control effect
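Pol eta at 10 nM preincubated with compounds 15 min at room temperature; reaction started with fluorescent substrate (50 nM final) and read kinetically at 0 and 10 min.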
JMJD2A Tudor inh: JMJD2A Tudor domain (human) inhibition; AID 504339; AlphaScreen JMJD2A-Tudor / H3K4me3 peptide binding; O75164; Potency, µM (titrated, usually from 114 µM), without a hit: at the highest dose activity change, negative = inhibition, usual class: inhibitors; 390,000 compounds, 4.4% hits; also: potency is read from the fitted curve at half-maximal effect; % is scaled to controls: 0 for no effect and ±100 for the full control effect; nearly all actives have a fitted effect of over 50% in size
GLS inhibitor: blocks human kidney-isoform glutaminase activity | Potency, µM (titrated, usually from 45.5 µM), without a hit: at the highest dose activity change, negative = inhibition, hits mostly inhibitors | 410,000 compounds, 0.21% hits | AID 624170 | GLS enzymatic activity, qHTS titration; also: potency is read from the fitted curve at half-maximal effect; % is scaled to controls: 0 for no effect and ±100 for the full control effect
Target sequence (O94925 whole entry, looked up, canonical isoform): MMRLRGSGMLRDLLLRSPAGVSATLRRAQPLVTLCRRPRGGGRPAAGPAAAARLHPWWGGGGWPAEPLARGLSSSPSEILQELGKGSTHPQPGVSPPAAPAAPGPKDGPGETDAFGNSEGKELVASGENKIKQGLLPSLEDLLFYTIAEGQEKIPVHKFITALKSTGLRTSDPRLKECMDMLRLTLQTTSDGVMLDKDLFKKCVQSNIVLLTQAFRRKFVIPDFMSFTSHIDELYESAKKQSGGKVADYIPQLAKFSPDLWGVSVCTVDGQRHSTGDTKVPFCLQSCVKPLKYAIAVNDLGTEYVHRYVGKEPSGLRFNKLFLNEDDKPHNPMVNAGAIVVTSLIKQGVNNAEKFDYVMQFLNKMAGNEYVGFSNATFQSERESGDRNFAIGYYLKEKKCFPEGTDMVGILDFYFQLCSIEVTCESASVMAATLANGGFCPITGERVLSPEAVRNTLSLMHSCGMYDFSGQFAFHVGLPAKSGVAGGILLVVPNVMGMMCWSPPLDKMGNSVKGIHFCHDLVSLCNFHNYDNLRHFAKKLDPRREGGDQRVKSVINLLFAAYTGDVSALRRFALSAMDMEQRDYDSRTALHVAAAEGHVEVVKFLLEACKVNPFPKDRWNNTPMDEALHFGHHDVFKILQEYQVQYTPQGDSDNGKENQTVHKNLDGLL
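hKGA; 45 mM KH2PO4 pH 8.2 + 0.02% Tween-20; cpd via pin tool; 1 mM Gln soln; GluOx/HRP/Amplex Red; RT 30 min; fluor. t0 & final.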
Pin1 inhibitor: human Pin1 inhibition | 390,000 compounds, 0.009% hits | Pin1 FP peptide displacement, HiFluor488, 10 min | AID 504891 | Potency, µM (series often up to 115 µM), for the others: top-dose activity, negative = inhibition, usual class: inhibitors; active = well fitted inhibition curve with a large enough effect in the polarisation, with a control signal flat, not every such curve was filed as active; inconclusive = small, poorly fitted or top-dose-only effect, or effect the other way, or a change in a side signal; inactive = no such curve, though single readings can be large or run the other way; the % refers to the polarisation; also: potency is read from the fitted curve at half-maximal effect; % is scaled to controls: 0 for no effect and ±100 for the full control effect
Target sequence (Q13526 whole entry, looked up): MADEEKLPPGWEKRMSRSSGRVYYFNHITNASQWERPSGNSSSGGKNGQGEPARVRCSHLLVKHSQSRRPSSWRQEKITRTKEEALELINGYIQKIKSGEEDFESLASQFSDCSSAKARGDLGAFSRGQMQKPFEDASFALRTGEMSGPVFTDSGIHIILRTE
The depositor's hits bear a star; i = inactive; ? = inconclusive; · = no result given; & = joins results of further samples; [ ] = dose if it differs, or a comment. Unless noted, calls follow the shape of the dose curve; as a rule, active = well fitted curve in the direction sought with a large enough effect; inconclusive = small, poorly fitted or top-dose-only effect, or another doubt; inactive = no such curve, though single readings can be large; an effect the other way counts as inactive or inconclusive.

SMILES	Tb PGK inh	HP1b chromo inh	G9a block	PI4K2A inh	BAZ2B inh	Pol eta inh	JMJD2A Tudor inh	GLS inhibitor	Pin1 inhibitor
COc1ccc(CNC(=O)C(CCSC)NC(=O)c2ccco2)cc1 (stereo not given)	-3%	24%	2%[59 µM]	10	-15%	-7%	-18%	9%	2%
Cc1cc(C(=O)CSc2nnnn2C)c(C)n1C1CC1	7%	11%	0%[59 µM]	-4	?	-13%	-7%	-1%	2%
O=C(C1=C[C@@H](c2ccc(Br)cc2)C[C@@H](OCc2ccc(CO)cc2)O1)N1CCN(Cc2ccccc2)CC1	0%	5%	?	1	?	-5%	-34%	-5%	92%[activator]
CC(C)(C)C1CCc2c(sc(NC(=O)Cn3nnc(-c4cccc(C(F)(F)F)c4)n3)c2C#N)C1 (stereo not given)	-6%	11%	-27%[59 µM]	-8	-15%	-10%	-17%	4%	-12%
O=C(c1ccc2snnc2c1)N1CCN(c2ccccc2)CC1	-2%	28%	-15%[59 µM]	-4	-13%	-1%	-7%	22%	3%
CCN(CC(=O)Nc1ccc2c(c1)OCCO2)C(=O)c1ccc(S(=O)(=O)N(C)C)cc1	-3%	24%	-25%	-2	-34%	-16%	-8%	2%	-5%
CCCC(=O)C1=C(c2ccccc2)C(C#N)(C#N)C(C#N)=C1N	-5%	-19%	25µM*	-5	50µM*	10%	?	49%	?
COc1cccc(C(=O)Nc2ccc3c(c2)C(=O)c2ccccc2C3=O)c1	?	-12%	-14%[59 µM]	-21	-36%	?	18µM*	2%	?
CCOc1ccc(/C=N/Nc2ccccn2)cc1	-13%	19%	?	-10	-1%	-9%	-21%	1%	3%
CCn1c(-c2cc(-c3ccccc3)sc2N)n[nH]c1=S	-4%	27%	1.1µM*	-12	-20%	-14%	-29%	-9%	0%
CCOC(=O)CN1C(=O)N(c2ccccc2OC)S(=O)(=O)c2ccccc21	-3%	27%	22%	7	1%	-18%	-7%	-6%	2%
COC(=O)c1sccc1NC(=O)CN(C)NS(=O)(=O)c1ccc([N+](=O)[O-])cc1	2%	-1%	-20%[59 µM]	3	-12%	-5%	56µM*	37%[activator]	-4%
COc1ccc(C(=NN)c2ccc(OC)cc2)cc1	i	?	·	-2	·	-14%	-32%	-7%	-3%
CC(=O)NC(=O)c1nnn(Cc2ccccc2)c1NC(C)=O	i	?	-1%	-2	3%	-6%	-18%	-1%	4%
Cc1onc(-c2ccccc2)c1C(=O)Nc1nnc(-c2ccncc2)s1	-6%	18%	?	-3	-27%	-7%	-32%	8%	8%
COc1ccc(C(O)Cc2nc3ccccc3n2C)cc1OC (stereo not given)	12%	19%	-8%[59 µM]	1	-1%	5%	-9%	12%	6%
COc1cc2c(cc1OC)C(c1ccc(N(C)C)cc1)CC(=O)N2 (stereo not given)	2%	-16%	?	-3	?	-14%	?	32%[activator]	2%
COCC(C)N1CC(O)=C(c2nc(-c3ccc(Cl)cc3)cs2)C1=N (stereo not given)	i	3%	12%	0	-11%	-5%	-17%	4%	13%
Cc1cc2c(cc1S(=O)(=O)CCC(=O)N1CC(C)CC(C)C1)OCC(=O)N2 (stereo not given)	4%	22%	·	6	11%	-3%	-8%	-2%	-2%
CCCS(=O)(=O)NCCc1sc2nc(-c3ccc(Cl)cc3)nn2c1C	10%	24%	21%[59 µM]	4	-12%	-9%	-2%	8%	0%
CC1CC2(CCCC2)Nc2ccc(F)cc21 (stereo not given)	-4%	-9%	11%[2.33 µM]	2	?	-5%	-35%	-12%	-7%
CC1(C)CC2CC(C)(CN2C(=O)COC(=O)CNC(=O)c2ccc(Cl)c(Cl)c2)C1 (stereo not given)	-2%	27%	15%[59 µM]	0	-2%	-14%	-7%	2%	?
CC(=O)c1nn(-c2ccc(OC(F)(F)F)cc2)nc1Nc1ccc(C)cc1	i	19%	-28%[59 µM]	0	-2%	-7%	-10%	-12%	-18%
CCCn1c(C)cc(C(=O)COc2ccc(C)nc2[N+](=O)[O-])c1C	0%	-14%	?	-12	-34%	-20%	-25%	1%	1%
CCN(CC)S(=O)(=O)c1ccc(C(=O)NNC(=O)C2CCN(S(=O)(=O)c3ccc(Cl)cc3)CC2)cc1	6%	27%	1%[59 µM]	5	-3%	-7%	-16%	17%	0%

Carrying on.
SMILES	Tb PGK inh	HP1b chromo inh	G9a block	PI4K2A inh	BAZ2B inh	Pol eta inh	JMJD2A Tudor inh	GLS inhibitor	Pin1 inhibitor
CC(CC(=O)Nc1nc2ccccc2[nH]1)n1ccnc1 (stereo not given)	-5%	26%	17%	-7	?	-8%	-1%	-15%	-2%
CCC(=O)Nc1c(C)c(CC)nc2ccccc12	-2%	36%[activator]	-5%[12.7 µM]	-1	-5%	-8%	-10%	-4%	-7%
CCc1ccccc1NC(=O)Cn1c(SCc2ccc(F)cc2)nc2ccncc21	-6%	18%	-29%[59 µM]	-1	-2%	-2%	-17%	1%	7%
O=C(COc1ccccc1C(=O)Nc1ccccc1)c1ccc(Br)cc1	i	32%	6%[12.7 µM]	4	-29%	-14%	-12%	-1%	11%
COc1ccc(NC(=O)/C(C#N)=C/c2cc(C)n(-c3ccc(N4CCOCC4)c([N+](=O)[O-])c3)c2C)cc1	-11%	-9%	?	-1	-34%	-7%	-35%	20%	-2%
c1ccc2sc(SCc3ccc(-c4nnco4)cc3)nc2c1	-5%	67%	18%	-2	12%	-14%	12%	7%	-1%
COc1cc2c(cc1OC)CN(C(=O)CN1C(=O)c3ccc([N+](=O)[O-])cc3C1=O)CC2	i	16%	?	0	4%	-9%	-11%	-12%	5%
CC(C)C[C@@H](CN)NC(=O)c1nc[nH]c1C(=O)N[C@@H](C)C(=O)CNC[C@H](CC(C)C)NC(=O)c1nc[nH]c1C(=O)N[C@@H](Cc1ccccc1)C(=O)O	i	48%[activator]	·	-7	·	-13%	79µM*	?	-3%
Cc1ccc(S(=O)(=O)N2CCN(C(=O)c3sccc3-c3ccccc3)CC2)cc1	i	7%	17%	-4	-28%	-9%	-33%	0%	3%
Cc1ccc(S(=O)(=O)NCC(=O)NCCc2c[nH]c3ccccc23)cc1C	-9%	4%	44%	3	-12%	-4%	-35%	0%	-5%
COc1cc(C(C)=O)ccc1OCC(=O)Nc1cc(C)on1	-5%	1%	·	2	·	-11%	-12%	11%	2%
O=C(N/N=C/c1ccco1)c1ccccn1	-8%	28%	?	-4	56µM*	2%	?	-4%	-11%
O=C(CN1CCCCCC1)N/N=C/c1cccc(Cl)c1	4%	4%	?	-4	50µM*	-18%	79µM*	9%	0%
CCC1CCCCN1CCCNC(=O)c1ccc2c(c1)N(Cc1ccccc1)C(=O)c1ccccc1S2(=O)=O (stereo not given)	·	5%	-39%[59 µM]	-1	?	·	-31%	-3%	3%
Nc1ccn(C2CCCCO2)c(=O)n1 (stereo not given)	-7%	7%[57 µM]	·	2	·	-7%	-14%	-14%	-4%
CCN1CCN(C(=S)NCC2CCCO2)CC1 (stereo not given)	-1%	?	40µM*	0	50µM*	6%	7.9µM*	0%	-12%
Fc1ccc(-c2noc3ncnc(N4CCCCC4)c23)cc1	i	48%[activator]	-3%[59 µM]	-2	17%[57.1 µM]	-1%	-10%	-2%	2%
Cc1ccc(-c2nn3c(C)nnc3c3ccccc23)cc1S(=O)(=O)NCCO	i	26%&1%	-4%[59 µM]	-3&3	-17%&-22%	-9%	-4%&-11%	4%&-3%	1%&-5%
CCCN(CCC)CCCNC(=O)C1c2cc(OC)c(OC)cc2C(=O)N(C)C1c1cccnc1 (stereo not given)	-7%	38%[activator]	-4%[59 µM]	5	-10%	-9%	4%	-6%	1%
COc1ccc(Cl)cc1NC(=O)CN(C)C(=O)C1COc2ccccc2O1 (stereo not given)	-3%	33%	·	-4	·	-20%	-3%	2%	3%
CCN(Cc1ccccc1)C(=O)c1cccc(S(=O)(=O)N2CCN(c3ccc(F)cc3)CC2)c1	11%	6%	?	-2	1%	-10%	-34%	17%	-7%
Cn1c(=O)c2c(ncn2CCC(=O)N/N=C/c2ccccc2)n(C)c1=O	i	11%	12%	-1	0%	-6%	-7%	-7%	-7%
Cc1cccc(NC(=O)COc2coc(CN3CCN(Cc4ccccc4)CC3)cc2=O)c1	i	18%	4%[0.501 µM]	-7	4%	-18%	-15%	-10%	8%
O=C(Cn1nc2n(c1=O)-c1ccccc1SC2)N/N=C/c1cccs1	i	18%	7%	-1	0%	-18%	-7%	-10%	2%
O=C(COC(=O)c1cc(Cl)ccc1O)NCCC1=CCCCC1	0%	39%	-28%	0	-1%	-20%	6%	3%	-2%
O=C1CCN(S(=O)(=O)c2ccccc2)CCN1CCOCc1ccccc1	0%	37%	26%[12.7 µM]	-1	17%	-7%	-6%	0%	-4%

Pulled one by one from above, four records:
SMILES	Tb PGK inh	HP1b chromo inh	G9a block	PI4K2A inh	BAZ2B inh	Pol eta inh	JMJD2A Tudor inh	GLS inhibitor	Pin1 inhibitor
COCC(C)N1CC(O)=C(c2nc(-c3ccc(Cl)cc3)cs2)C1=N (stereo not given)	i	3%	12%	0	-11%	-5%	-17%	4%	13%
COc1cc(C(C)=O)ccc1OCC(=O)Nc1cc(C)on1	-5%	1%	·	2	·	-11%	-12%	11%	2%
COc1cc2c(cc1OC)CN(C(=O)CN1C(=O)c3ccc([N+](=O)[O-])cc3C1=O)CC2	i	16%	?	0	4%	-9%	-11%	-12%	5%
COc1cccc(C(=O)Nc2ccc3c(c2)C(=O)c2ccccc2C3=O)c1	?	-12%	-14%[59 µM]	-21	-36%	?	18µM*	2%	?

Bioassay records (PubChem)

These rows are one share of the data; count on the stated rates, not on these rows.
